# Assay outcomes deposited in PubChem by several laboratories.
# PDI inh – blocks human protein disulfide isomerase activity | P07237 | PDI insulin aggregation turbidity, A650, 90 min | inhibition, % at 10 µM | hit rate 0.052% among 350,000;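 active means mean inhibition across replicates of 30% or more, whatever share of single replicates reach that level; inconclusive means mean inhibition below 30% while every single replicate reaches 30%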;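 further: absorbance from insulin aggregation driven by PDI reduction with DTT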
# Target sequence (P07237 whole entry, looked up): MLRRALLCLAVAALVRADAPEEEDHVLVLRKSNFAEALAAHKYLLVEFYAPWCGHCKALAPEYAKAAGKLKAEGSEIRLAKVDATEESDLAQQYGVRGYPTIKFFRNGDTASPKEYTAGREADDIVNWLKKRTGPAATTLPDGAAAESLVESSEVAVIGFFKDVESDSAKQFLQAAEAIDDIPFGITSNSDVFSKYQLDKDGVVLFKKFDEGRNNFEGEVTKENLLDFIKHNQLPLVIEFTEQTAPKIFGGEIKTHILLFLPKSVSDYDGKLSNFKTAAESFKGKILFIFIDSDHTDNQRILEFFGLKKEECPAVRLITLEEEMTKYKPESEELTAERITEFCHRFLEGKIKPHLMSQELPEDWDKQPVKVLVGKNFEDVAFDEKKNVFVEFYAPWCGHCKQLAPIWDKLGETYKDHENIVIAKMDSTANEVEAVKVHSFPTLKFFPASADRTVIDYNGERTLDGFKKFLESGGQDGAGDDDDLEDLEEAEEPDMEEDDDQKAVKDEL
# iPSC survival up – increases survival of single human iPS cells. survival enhancement, % at 20 µM. hit rate 0.044% among 360,000. hiPSC single-cell survival, ATPlite luminescence; 100% = ROCK inhibitor wells, 0% = DMSO; in the data active means survival enhancement above about 18%;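 further: cells exposed to compounds for 16 hours before the ATP read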
# ABCB6 inh MLPCN – human ABCB6 transporter inhibition; Q9NP58; K562-ABCB6 porphyrin accumulation, flow cytometry, 1 h; active compounds read low; fluorescence ratio to DMSO, % at 10 µM; hit rate 0.19% among 360,000;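 active means fluorescence ratio to DMSO below 75%, the collection mean minus 3 SD; inconclusive means too few cells collected in the well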;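 further: signal is porphyrin accumulated inside mitochondria; 100% equals median channel fluorescence of DMSO control wells; lower ratio means ABCB6 inhibition with less porphyrin fluorescence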
# Vif inh – HIV Vif inhibition; inhibition, % at 7.49 µM; AID 602346; HEK293T cells, Vif self-association by quenched fluorescence, imaging, 24 h; hit rate 0.35% among 340,000; in the data active means inhibition above about 50%, passing the limit was not always enough; inconclusive means no clear call, values can overlap the other calls; inactive means below about 31%; further: some results filed as inactive read as strong as hits
# CaV13 FRET inh – Primary screen for inhibitors of IQ motif and Ca2+-dependent inactivation inhibitor domain binding in CACNA1D, Förster resonance energy transfer in living cells, …; hit rate 0.098% among 340,000; HEK cells, CFP/YFP FRET ICDI-IQ, plate reader, 10 min; percent FRET-ratio fall versus neutral wells; inhibition, % at 12.3 µM;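 active means mean replicate inhibition of at least 30% and at least 1% of replicates passing that level; inconclusive means only one of the two criteria is met; inactive means neither criterion is met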;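 further: 0% = median of the neutral control wells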
# Exocytosis inh – lytic granule exocytosis inhibition | TALL-104 LAMP-1 surface exposure, flow cytometry; cells stimulated with thapsigargin and PMA | inhibition, % at 10 µM | hit rate 0.66% among 360,000 | AID 651702;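 active means inhibition above about 55%, limit read from the data; inconclusive means no clear call, values can overlap the other calls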
# HTR2A ag – activates the mouse 5-HT2A serotonin receptor; CHO-K1 mHTR2A beta-arrestin complementation, luminescence; percent of 30 µM serotonin response; activation, % at 7.6 µM; hit rate 0.66% among 360,000; P35363;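 active means activation above a run cutoff, the mean activation of all tested compounds plus 3 SD, cut at about 14% in these data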;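 further: 0% = plate median of compound wells and 100% = 30 µM serotonin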
# Target sequence (P35363 whole entry, looked up): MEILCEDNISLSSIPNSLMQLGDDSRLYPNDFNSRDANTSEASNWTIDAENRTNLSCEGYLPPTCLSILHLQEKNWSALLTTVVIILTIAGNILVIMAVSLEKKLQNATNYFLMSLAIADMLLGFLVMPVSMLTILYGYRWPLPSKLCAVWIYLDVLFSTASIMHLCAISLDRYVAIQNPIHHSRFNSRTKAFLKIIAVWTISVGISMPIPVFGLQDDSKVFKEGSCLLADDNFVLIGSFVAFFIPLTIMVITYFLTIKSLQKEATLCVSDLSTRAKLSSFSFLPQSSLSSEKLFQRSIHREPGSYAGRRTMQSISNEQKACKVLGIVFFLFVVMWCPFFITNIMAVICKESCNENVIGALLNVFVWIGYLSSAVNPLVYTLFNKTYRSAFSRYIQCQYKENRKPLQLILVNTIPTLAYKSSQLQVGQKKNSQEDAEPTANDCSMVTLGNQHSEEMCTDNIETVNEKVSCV
# H9c2 protect – modulators protecting cardiomyocytes from myocardial damage; H9c2 cardiomyocytes, H2O2 injury protection, ATPLite, 2 h; protection from H2O2 cell death, % at 20 µM; hit rate 0.63% among 360,000; AID 588492;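 active means compounds giving at least 50% protection of heart cells from peroxide-induced death in the single-dose screen, raw or plate-pattern-corrected value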;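 further: 0% = DMSO wells with peroxide and 100% = DMSO wells without peroxide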
# N-glyco inh – N-linked glycosylation inhibition; D54 ERlucT glycosylation luciferase reporter, 24 h; percent of 100 nM tunicamycin response; reporter increase, % at 12.5 µM; hit rate 0.23% among 360,000;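 active means mean luciferase reporter signal, scaled so untreated is 0 and the glycosylation-blocking control 100, at or above a set limit in every replicate; inconclusive means mean reaches the limit but not every replicate does; inactive means mean below the limit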;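 further: luciferase carries N-glycosylation sites so blocking glycosylation raises the light; 0% = median of neutral control wells and 100% = median of 100 nM tunicamycin wells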
# aDG glyco act – increases alpha dystroglycan glycosylation. hit rate 0.22% among 360,000. activation, % at 10 µM. Pro5-aDG cells, alpha-DG glycosylation AlphaScreen (IIH6); 0% Pro5, 100% B10-LARGE cell signal. AID 624168;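 active means activation of at least 8% versus controls, or a plate z-score of at least 8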;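 further: Pro5 are CHO cells carrying HIG-tagged alpha-DG that lacks glycosylation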
# * hit, by the source's call; ? = inconclusive; . = not tested or not shown.
SMILES,PDI inh,iPSC survival up,ABCB6 inh MLPCN,Vif inh,CaV13 FRET inh,Exocytosis inh,HTR2A ag,H9c2 protect,N-glyco inh,aDG glyco act
CCCNC(=O)c1cccc(C(F)(F)F)c1,-1,1.5,103,-8,-9,1,10,2,-1,-0.1
CC(=O)N1CCN(C(=O)CCc2nnc(CCCCc3ccccc3)o2)CC1,7,-0.7,96,?,-7,-2,4,11,3,-0.4
COc1cccc(NC(=O)CN(C)CC(=O)NCC(=O)Nc2ccc(F)cc2)c1,2,-0.4,93,4,-5,16,-4,1,0,-0.1
O=C1/C(=C/c2ccco2)SC(=S)N1C1CCS(=O)(=O)C1 (centres undefined),21,-0.1,83,6,-5,0,0,2,2,-0.3
c1ccc(Cn2c(Sc3nnnn3-c3ccccc3)nnc2-c2ccccc2)cc1,-6,-2.3,96,-3,-5,-7,3,12,-3,1.1
COc1cccc(C2c3[nH]c4ccccc4c3C[C@H]3C(=O)N(C)CC(=O)N23)c1 (some centres undefined),2,0.4,102,-6,-20,-2,-4,8,5,-0.1
CC(C)CCN1CCC(n2nccc2NC(=O)C2CCOC2)CC1 (centres undefined),5,0.8,97,9,-5,-23,-7,1,2,-0.3
N#CC1=C2SCCN2C(=O)C(C#N)C12CCCCC2 (centres undefined),-3,-3.0,101,0,-4,0,6,8,1,-0.3
O=C(Nc1c2c(nn1-c1ccccc1)CS(=O)C2)c1ccc(S(=O)(=O)N2CCOCC2)cc1 (centres undefined),4,3.7,109,.,5,-2,7,3,-2,-0.2
COc1cc(/C=N/NC(=O)c2ccc(COc3cc(C)ccc3C(C)C)cc2)cc(OC)c1O,-6,1.4,97,-4,-6,4,-3,26,3,1.5
CN(O)/C=N/C(=S)Nc1ccc(Cl)cc1Cl,4,-0.1,103,18,-4,0,4,6,0,0.8
COc1ccc(C(=O)O)cc1S(=O)(=O)Nc1ccc(Oc2ccccc2)cc1,2,0.4,99,4,-5,-4,3,4,2,-0.1
COc1ccc(NC(=O)CSc2n[nH]c(N)n2)c([N+](=O)[O-])c1,2,2.9,93,-4,-7,-2,1,0,-2,0.0
O=C(CCN1C(=O)c2ccccc2C1=O)NNC(=O)c1ccc(Cl)cc1Cl,-2,-1.9,100,-4,-5,-2,3,1,1,-0.1
COc1cccc(N2CCN(C(=O)C3CCN(S(=O)(=O)c4ccc5c(c4)CC(C)N5C(C)=O)CC3)CC2)c1 (centres undefined),10,-0.6,98,1,-7,5,2,-16,0,0.9
O=C(c1cc(S(=O)(=O)N2CCOCC2)c(Cl)cc1Cl)N1CCCCC1,-9,0.5,104,3,-5,1,-3,-2,1,0.0
Cc1c(CC(=O)N2CCN(C(=O)C3COc4ccccc4O3)CC2)c(=O)oc2cc(O)c(Cl)cc12 (centres undefined),-7,0.1,109,16,1,-2,5,1,2,-0.2
COc1ccc(-c2nc3n(c(=O)c2C#N)CCS3)cc1OC,10,1.4,97,7,-7,-2,2,2,0,0.0
O=C(COC(=O)c1ccc(O)cc1)NCC1COc2ccccc2O1 (centres undefined),4,-0.2,101,-3,-2,-9,-4,5,2,-0.4
O=C1CC(c2ccccc2)n2nc(N3C(=O)CCC3=O)nc2N1 (centres undefined),7,3.4,94,13,0,6,2,12,-1,0.0
O=C1CCCN1CCC1CCCCN1Cc1nc(COc2ccccc2)no1 (centres undefined),-2,0.0,99,-2,-6,-2,-3,0,-2,0.0
CCC1CCCCN1CCCNC(=O)c1ccc(/C=C2/Sc3ccccc3NC2=O)cc1 (centres undefined),2,-0.5,102,-1,-4,47,-11,-8,-9,0.8
COc1ccccc1OCC(=O)NCCS(=O)(=O)N1CCN(c2ccc(F)cc2)CC1,4,-0.4,95,-5,-5,3,-1,-2,-1,0.1
COc1cc(/C=N/NC(=O)CSc2nc3ccccc3n2C)cc(OC)c1OC,3,3.5,110,-6,-3,-4,7,7,1,-0.1
Cc1cc(C(=O)COC(=O)COc2ccc(C#N)cc2)c(C)n1C1CC1,-20,1.5,95,9,-6,-3,-3,2,1,-0.1
CCN1C(=O)[C@H]2[C@@H](c3ccc(-c4ccc5c(c4)OCO5)cc3)N3CCC[C@@]3(C(=O)OC)[C@H]2C1=O,-10,-1.0,99,.,-11,-4,-6,-2,-2,0.0
Cc1ccc2sc(N3CCN(CCNC(=O)c4ccco4)CC3)nc2c1C,0,0.4,96,14,-6,-1,-7,-2,0,0.6
CCOC(=O)C1=C(c2ccccc2)Nc2ncnn2C1c1cccc(OC)c1OC (centres undefined),2,-0.8,94,-7,.,-2,2,-4,2,0.2
Cc1cccc(C)c1NC(=O)CSc1ncnc2[nH]ncc12,4,0.5,97,-4,-8,-2,1,3,-2,-0.1
C[C@@H]1CN([C@@H](C)CO)C(=O)c2cc(Br)cnc2O[C@H]1CN(C)C(=O)Cc1cccnc1,-2,4.3,96,-3,-7,7,0,-2,4,0.1
Cc1c(C(=O)NCc2ccccc2C(F)(F)F)sc(=O)n1Cc1ccc(F)cc1,9,-1.8,99,-3,5,5,0,4,-3,0.0
O=C(O)c1ccc([N+](=O)[O-])c(CS(=O)(=O)c2ccccc2)c1,6,-0.2,117,.,-18,8,-2,1,1,0.1
NC(=O)COc1ccc(NC(=O)CC23CC4CC(CC(C4)C2)C3)cc1,6,0.1,98,1,4,2,5,-4,-1,-0.1
O=C(Nc1ccccn1)[C@@H]1CCC(=O)N1C(=O)OCc1ccccc1,10,-3.5,105,-3,-5,-6,18*,6,-1,-0.1
CCc1ccc(Nc2nnc(SCC(=O)N(C)CC(=O)Nc3ccccc3CC)s2)cc1,1,0.0,98,-7,-5,6,-1,-6,0,0.1
COc1ccc(C(=O)NNC(=S)NC(=O)c2cccnc2)cc1,4,-0.5,103,-3,-2,1,5,3,-1,-0.1
COc1ccc(-c2noc(CCCc3ccccc3)n2)cc1OC,-1,-2.6,95,4,-4,3,-2,-9,-1,-0.1
COc1ccc(C)cc1NC(=O)CCCN1C(=S)NC(C)(C)CC1C (centres undefined),-7,5.6,98,2,-8,-2,4,-3,1,0.0
CCN(CC)S(=O)(=O)c1cc(NS(=O)(=O)c2cccs2)ccc1C,-3,-0.9,93,4,-5,-10,-2,4,2,-0.3
COc1ccccc1N1CCN(C(=O)c2[nH]c(C(F)(F)F)nc2-c2ccccc2)CC1,.,-3.1,102,35,-7,1,1,2,22,0.0
Nc1nc(SCC(=O)c2ccc(F)cc2)n[nH]1,-2,1.0,99,7,-4,-3,-3,-2,-1,0.1
CCCC(=O)N1CCCC1(C)C(=O)NCc1c(F)ccc(C)c1F (centres undefined),-2,1.0,97,5,-6,-1,-7,1,0,0.2
CC(O)CNc1ncnc2nc[nH]c12 (centres undefined),0,-1.5,98,.,.,-1,-2,-15,-2,-0.3
Cc1cccc(C)c1NC(=O)Cn1nnnc1N,-2,-0.6,87,2,-3,2,-1,0,1,0.0
O=C(NC1CCCCC1)C(c1ccccc1F)N(Cc1ccco1)C(=O)Cn1nnc2ccccc21 (centres undefined),-1,-1.9,103,6,.,50,0,9,-1,0.5
COC(=O)c1ccc(C2C(Oc3ccccc3C)C(=O)N2CCc2ccc(OC)c(OC)c2)cc1 (centres undefined),-14,1.9,94,-2,-5,-2,0,23,0,2.5
Cn1c(=O)[nH]c(=O)c2c1nc(SCC(=O)O)n2Cc1ccccc1,-3,-0.6,98,2,-1,3,6,4,1,-0.2
CCOc1ccc(CCNC(=O)C2CC(=O)N(CCc3ccc(OC)c(OC)c3)C2)cc1OCC (centres undefined),0,-0.6,87,2,-6,0,3,2,-2,0.2
CC(C)CCN1C(=O)c2ccccc2C1c1nnnn1C(C)C (centres undefined),.,-0.1,97,.,-8,-2,-7,.,.,-0.5
COc1ccc(CN2CCN(Cc3ccc(C(F)(F)F)cc3)CC2)cc1,3,-0.4,92,-3,-6,35,8,-7,-4,0.1
COc1ccc(S(=O)(=O)CC(=O)c2cc3cccc(C)c3oc2=O)cc1,4,0.4,101,-9,.,-4,2,2,-2,0.0
COC(CNC(=O)CCc1c(C)nc2c(c(C)nn2-c2ccc(C)cc2)c1C)OC,16,-0.6,96,-4,-14,11,5,4,-6,-0.1
CCC(=O)N(Cc1cc2ccc(C)cc2n2nnnc12)C1CCCCC1,-8,0.0,99,-4,-4,-3,-5,0,0,0.0
COc1ccc(/C(N)=N/OC(=O)CCc2ccccc2)cc1OC,25,5.2,99,-8,0,14,-6,-2,-2,-0.1
O=C(Nc1ccc(F)c(Cl)c1)c1cc(C2CCCN(C(=O)C3CC3)C2)on1 (centres undefined),10,0.8,98,-7,-5,0,3,-6,-4,-0.3
COc1cccc(-n2c(SCC(=O)N3CCOCC3)nnc2-c2c[nH]c3ccccc23)c1,.,3.2,97,15,17,-4,0,10,-3,5.4
O=C(Cn1c(=O)oc2ccccc21)Nc1n[nH]c(=S)s1,12,-0.4,100,14,-5,-1,1,-4,2,-0.3
COc1ccccc1CN1CC(C(=O)NCc2cc(F)cc(C(F)(F)F)c2)CCC1=O (centres undefined),4,-0.1,104,-2,-6,?,2,-7,1,0.1
CC(C)(C)C(=O)Nc1sc2c(c1-c1nc3ccccc3[nH]1)CCCC2,-10,-0.4,99,.,-8,-1,10,-12,0,0.0
O=C(O)c1cc(-c2ccco2)nc2ccccc12,5,1.7,97,.,-12,2,4,0,-2,0.5

# Continuation.
SMILES,PDI inh,iPSC survival up,ABCB6 inh MLPCN,Vif inh,CaV13 FRET inh,Exocytosis inh,HTR2A ag,H9c2 protect,N-glyco inh,aDG glyco act
Cc1ccc(Cl)cc1N1CCN(S(=O)(=O)c2ccc3[nH]c(=O)ccc3c2)CC1,.,0.6,97,9,-5,-3,-2,-7,5,0.1
O=C(CCCN1C(=O)c2cccnc2Oc2ccc(Cl)cc21)N1CCCCC1,-14,0.0,101,-8,-6,-13,0,1,0,0.1
C(=N\Nc1nc(N2CCCC2)nc(N2CCCC2)n1)/c1ccncc1,3,-3.7,101,-3,-7,-2,-3,10,2,-0.2
Cc1cccc(N2CCN(C(=O)c3ccc4c(c3)CCN4S(C)(=O)=O)CC2)c1C,-4,0.1,100,4,-14,4,-5,1,5,0.4
CCN(CC)CCCNC(=O)c1ccccc1NC(=O)C1=CSCCO1,-3,0.4,96,-6,-5,-1,0,0,-1,0.2
COCCN(CCOC)Cc1cc(=O)oc2cc(C)c(C)cc12,.,1.8,103,.,-5,1,1,4,2,-0.1
CCC(=O)OCCNc1cc(SCCC(=O)OC)c2nonc2c1[N+](=O)[O-],-4,-1.6,95,2,-5,2,4,54*,13,0.1
CC12CCC(C(=O)NCc3ccc4c(c3)OCO4)(C(=O)C1=O)C2(C)C (centres undefined),-7,-3.2,98,.,-4,-3,0,13,3,0.0
O=C(CSc1ccccc1)NN1C(=O)c2ccccc2C1=O,0,-0.9,95,4,-2,1,1,19,0,-0.1

# One compound at a time, as listed above. Order of screens: PDI inh, iPSC survival up, ABCB6 inh MLPCN, Vif inh, CaV13 FRET inh, Exocytosis inh, HTR2A ag, H9c2 protect, N-glyco inh, aDG glyco act
# `O=C(CCCN1C(=O)c2cccnc2Oc2ccc(Cl)cc21)N1CCCCC1` in the list: -14, 0.0, 101, -8, -6, -13, 0, 1, 0, 0.1
# `CCC(=O)OCCNc1cc(SCCC(=O)OC)c2nonc2c1[N+](=O)[O-]` in the list: -4, -1.6, 95, 2, -5, 2, 4, 54*, 13, 0.1

# Random draw from the library, and some 3.1% of all compounds hit somewhere here.
